Rab2A wt mod = modulators of GTP binding to Rab2A wildtype, primary screen, biochemical, dog, bead-based flow cytometry, multiplex; AID 760, 2007; GST-Rab2 wt beads, Bodipy-GTP binding; GTP binding activity, % at 10 µM; hit rate 0.19% among 190,000;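 active = GTP binding activity at least 20 points away from 100%, either lowered or raised; inconclusive = signal likely due to the compound's own green fluorescence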;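 also: 0% = beads with excess unlabeled GTP and 100% = no-compound control corrected for plate trend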
HRas wt GTP = modulators of GTP binding to HRas wildtype, primary screen, biochemical, bead-based flow cytometry, multiplex; GTPase HRas (Homo sapiens), P01112; GST-Ras wt beads, Bodipy-FL-GTP binding; actives lie on both sides; GTP binding activity, % at 10 µM; hit rate 0.14% among 190,000; AID 759, 2007;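 active = GTP binding activity at least 20% away from the 100% baseline, either lowered as inhibitor or raised as activator; inconclusive = flagged as likely green fluorescent, judged across all proteins in the well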;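 also: 0% = unlabeled GTP competition control and 100% = no-compound control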
Target sequence (P01112 whole entry, looked up): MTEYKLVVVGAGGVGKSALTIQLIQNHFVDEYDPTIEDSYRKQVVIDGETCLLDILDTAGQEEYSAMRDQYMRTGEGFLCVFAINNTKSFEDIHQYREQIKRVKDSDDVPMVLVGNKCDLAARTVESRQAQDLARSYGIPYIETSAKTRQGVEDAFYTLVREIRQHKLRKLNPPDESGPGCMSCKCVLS
Rab7 wt modul = modulators of GTP binding to Rab7, primary screen, biochemical, wildtype, multiplex bead flow cytometry. Rab7 GTPase wild type (dog), Bodipy-FL-GTP binding. hit rate 0.055% among 190,000. GST-Rab7 beads, fluorescent GTP binding; actives lie on both sides; untreated = 100%, excess cold GTP = 0%. GTP binding activity (percent of control), % at 10 µM;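 active = fluorescent GTP binding to Rab7 beads changed by at least 20 points from the 100% baseline, either direction, mostly lower; inconclusive = compound itself probably fluorescent, or too few beads counted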;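 also: median green fluorescence of bound Bodipy-FL-GTP per Rab7 bead population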
Rac1 wt GTP bind = wildtype Rac1 GTP binding modulators, primary screen, biochemical, GST-Rac1 beads, flow cytometry, multiplex. Ras-related C3 botulinum toxin substrate 1 (Homo sapiens), P63000. fluorescent GTP binding; actives lie on both sides; 0 = cold GTP competed, 100 = untreated. GTP binding activity (% of control), % at 10 µM. hit rate 0.27% among 190,000. AID 757, 2007;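 active = GTP binding activity at least 20 points away from the 100% control level, either lower or higher; inconclusive = compound flagged as likely green fluorescent, judged across all proteins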
Bim-Bcl-B = inhibitors of Bim-Bcl-B binding, primary screen, biochemical, multiplexed, human Bcl-2 family. Bcl-2-like protein 10 (Homo sapiens), Q9HD36. bead-based flow cytometry, Bim peptide-Bcl-B binding. inhibition, % at 10 µM. hit rate 0.073% among 190,000. AID 951, 2007;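 also: 0% = tracer peptide without compound and 100% = reference inhibitor peptide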
Target sequence (Q9HD36 whole entry, looked up): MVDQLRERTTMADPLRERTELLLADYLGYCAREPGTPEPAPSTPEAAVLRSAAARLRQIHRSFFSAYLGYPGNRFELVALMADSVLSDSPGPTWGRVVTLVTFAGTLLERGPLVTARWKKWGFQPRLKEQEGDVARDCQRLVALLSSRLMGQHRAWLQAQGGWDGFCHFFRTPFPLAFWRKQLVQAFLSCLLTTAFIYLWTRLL
Cdc42 wt = modulators of GTP binding to wildtype Cdc42, primary screen, biochemical, multiplex bead flow cytometry, Bodipy-GTP; GST-Cdc42 beads; actives lie on both sides; percent activity (GTP binding), % at 10 µM; hit rate 0.2% among 190,000; AID 761, 2007;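 active = percent activity GTP binding at least 20 points away from the 100% baseline, either down as inhibitor or up as activator; inconclusive = compound flagged as likely green fluorescent from well-wide comparison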;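 also: median bead fluorescence of bound Bodipy-FL-GTP at 100 nM; 0% = excess unlabeled GTP control and 100% = no compound control; below 100% means less GTP binding so inhibitor and above means activator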
Bcl-2 Bim block = inhibitors of Bim-Bcl-2 binding, primary screen, biochemical, multiplexed, human Bcl-2 family; inhibition, % at 10 µM; Bead-based flow cytometry, Bim peptide-Bcl-2 binding; hit rate 0.06% among 190,000; AID 950, 2007; in the data active = inhibition above about 40%; inconclusive = no clear call, values can overlap the other calls;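 also: 0% = no compound wells with probe peptide and 100% = reference peptide inhibitor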
Bim-Bfl-1 = inhibitors of Bim binding to Bfl-1, primary screen, biochemical, multiplexed, bead-based flow cytometry | inhibition, % at 10 µM | hit rate 0.12% among 190,000 | Bim-Bfl-1 binding inhibition | Bcl-2-related protein A1 (Homo sapiens), Q16548;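 also: 0% = wells without compound plus tracer and 100% = blocker peptide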
Bcl-W Bim block = inhibitors of Bim binding to Bcl-W, primary screen, biochemical, multiplexed, bead-based flow cytometry. hit rate 0.02% among 190,000. Bim peptide-Bcl-W binding. AID 952, 2007. inhibition, % at 10 µM. Bcl-2-like protein 2 (Homo sapiens), Q92843;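 also: 0% = bound tracer without compound and 100% = peptide blocker; higher means less fluorescent Bim peptide bound to Bcl-W beads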
Target sequence (Q92843 whole entry, looked up): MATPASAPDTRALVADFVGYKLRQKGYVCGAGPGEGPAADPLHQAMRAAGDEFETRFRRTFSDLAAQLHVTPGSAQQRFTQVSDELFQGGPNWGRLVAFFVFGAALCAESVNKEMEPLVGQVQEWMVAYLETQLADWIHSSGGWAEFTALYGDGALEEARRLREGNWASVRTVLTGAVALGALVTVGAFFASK
Bcl-XL Bim block = inhibitors of Bim-Bcl-XL binding, primary screen, biochemical, multiplexed, bead flow cytometry, human Bcl-XL. inhibition, % at 10 µM. Bcl-2-like protein 1 (Homo sapiens), Q07817. hit rate 0.04% among 190,000. Bim peptide-Bcl-XL binding, fluorescence
Target sequence (Q07817 whole entry, looked up): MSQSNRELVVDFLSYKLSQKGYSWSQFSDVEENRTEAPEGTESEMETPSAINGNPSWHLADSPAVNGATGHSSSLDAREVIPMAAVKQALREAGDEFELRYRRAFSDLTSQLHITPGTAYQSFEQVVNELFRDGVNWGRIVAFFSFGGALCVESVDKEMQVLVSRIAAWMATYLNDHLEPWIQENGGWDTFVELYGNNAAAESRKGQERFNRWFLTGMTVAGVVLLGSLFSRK
Rac1 act GTP bind = GTP binding modulators of activated mutant Rac1, primary screen, biochemical, bead-based flow cytometry, multiplex, fluorescent GTP; Ras-related C3 botulinum toxin substrate 1 (Homo sapiens), P63000; GST-Rac1 activated beads; actives lie on both sides; 100% means binding = to untreated wells; percent activity (GTP binding), % at 10 µM; hit rate 0.11% among 190,000; AID 764, 2007;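 active = GTP binding at least 20 percentage points away from the 100% baseline, in either direction, so actives lie on both sides; inconclusive = Compound likely fluorescent itself, or too few beads counted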
* marks the source's active call; other numbers are inactive results; ? = inconclusive. Rule as the data show it, unless noted: active = inhibition above about 40%.

Each structure is followed by: Rab2A wt mod | HRas wt GTP | Rab7 wt modul | Rac1 wt GTP bind | Bim-Bcl-B | Cdc42 wt | Bcl-2 Bim block | Bim-Bfl-1 | Bcl-W Bim block | Bcl-XL Bim block | Rac1 act GTP bind
COc1ccccc1NC(=O)CSc1ncnc2c1oc1ccccc12
 : 100 | 103 | 101 | 103 | 0 | 101 | 0 | 0 | 1 | -2 | 98
CCOc1ccc(C(=O)NC(C(=O)NCc2ccccn2)C(C)C)cc1 (stereo not given)
 : 101 | 100 | 100 | 110 | -7 | 99 | -5 | -14 | 5 | -18 | 98
CCOc1ccc(S(=O)(=O)NCc2ccc(F)cc2)c2cccnc12
 : 98 | 97 | 96 | 100 | 0 | 96 | 2 | 1 | -2 | -3 | 97
COCCN(C(=S)Nc1ccc(C)cc1C)C(C)c1cccs1 (stereo not given)
 : 98 | 98 | 103 | 94 | 0 | 97 | 0 | 3 | -2 | -1 | 95
CC(C)(C)c1cc[n+](-c2nc([O-])sc2C=O)cc1
 : 101 | 102 | 101 | 104 | -8 | 104 | -4 | -5 | -5 | -8 | 100
CCOc1cc2[nH]c(=S)n(Cc3ccc(C(=O)NCCOC)cc3)c(=O)c2cc1OCC
 : 100 | 103 | 100 | 100 | -4 | 107 | 3 | 3 | 4 | 2 | 99
CN(C(=O)COC(=O)/C=C/c1ccc(S(=O)(=O)N2CCc3ccccc32)cc1)C1CCS(=O)(=O)C1 (stereo not given)
 : 96 | 98 | 96 | 99 | -3 | 96 | 0 | -6 | -3 | -3 | 95
Cc1ccc(Cl)cc1N1CCN(C(c2ccc(C#N)cc2)c2nnnn2C2CCCC2)CC1 (stereo not given)
 : 102 | 101 | 104 | 108 | -12 | 100 | -10 | -10 | 1 | -5 | 100
Cc1cc(C(=O)O)ccc1-n1c(C)ccc1C
 : 95 | 97 | 99 | 102 | 3 | 100 | -6 | -16 | 1 | -5 | 95
COc1cc2c(C(=O)NCc3ccc4c(c3)OCO4)cn(C)c(=O)c2cc1OC
 : 109 | 109 | 104 | 115 | 0 | 111 | -3 | 0 | 0 | -1 | 102
COC(=O)c1cccc(NC(=O)c2cccnc2)c1
 : 100 | 100 | 96 | 100 | -7 | 100 | -3 | -3 | -6 | -5 | 99
Cc1ccc(S(=O)(=O)N(C)c2c(C)ccc(S(N)(=O)=O)c2C)cc1
 : 99 | 94 | 98 | 98 | -6 | 102 | 0 | -7 | -2 | 0 | 97
Cc1noc(C)c1C(=O)NC(C)C12CC3CC(CC(C3)C1)C2 (stereo not given)
 : 99 | 98 | 104 | 100 | -2 | 97 | -1 | -4 | 0 | -2 | 96
COc1ccc(NC2=C3CC(C)CC=C3N(c3ccc(OC)cc3)C2=O)cc1 (stereo not given)
 : 96 | 95 | 107 | 94 | -5 | 97 | 0 | -3 | -3 | -4 | 94
O=C1NC(c2ccncc2)C(C(=O)c2cccs2)C(O)(C(F)(F)F)N1 (stereo not given)
 : 102 | 103 | 102 | 102 | 0 | 105 | -2 | 2 | -2 | -3 | 100
C/C(=C\c1ccco1)C1C(C#N)=C(N)Oc2n[nH]c(-c3ccc(C)cc3)c21 (stereo not given)
 : 94 | 94 | 96 | 94 | -4 | 98 | -8 | -8 | 0 | -12 | 97
COc1ccc(N(CC(=O)N/N=C/c2cccs2)S(=O)(=O)c2ccccc2)cc1
 : 105 | 102 | 105 | 102 | -1 | 96 | -1 | -9 | 0 | 0 | 96
Cc1cc(Oc2nc3c(C)cccn3c(=O)c2/C=C(\C#N)S(=O)(=O)c2ccc(Cl)cc2)ccc1Cl
 : 100 | 102 | 99 | 102 | -10 | 102 | -2 | -8 | -4 | -8 | 102
COc1c(F)c(F)c(C(=O)Nc2ccccc2N2CCN(C(C)=O)CC2)c(F)c1F
 : 94 | 94 | 94 | 92 | -3 | 94 | -7 | -5 | -6 | -3 | 93
C=CCNc1nc(Nc2ccc([N+](=O)[O-])cc2)nc(N2CCCC2)n1
 : 93 | 94 | 95 | 94 | -7 | 91 | 0 | 0 | 6 | 2 | 91

Some of the entries above in a different format:
SMILES | Rab2A wt mod | HRas wt GTP | Rab7 wt modul | Rac1 wt GTP bind | Bim-Bcl-B | Cdc42 wt | Bcl-2 Bim block | Bim-Bfl-1 | Bcl-W Bim block | Bcl-XL Bim block | Rac1 act GTP bind
COCCN(C(=S)Nc1ccc(C)cc1C)C(C)c1cccs1 (stereo not given) | 98 | 98 | 103 | 94 | 0 | 97 | 0 | 3 | -2 | -1 | 95
Cc1cc(Oc2nc3c(C)cccn3c(=O)c2/C=C(\C#N)S(=O)(=O)c2ccc(Cl)cc2)ccc1Cl | 100 | 102 | 99 | 102 | -10 | 102 | -2 | -8 | -4 | -8 | 102
COc1ccccc1NC(=O)CSc1ncnc2c1oc1ccccc12 | 100 | 103 | 101 | 103 | 0 | 101 | 0 | 0 | 1 | -2 | 98
COc1cc2c(C(=O)NCc3ccc4c(c3)OCO4)cn(C)c(=O)c2cc1OC | 109 | 109 | 104 | 115 | 0 | 111 | -3 | 0 | 0 | -1 | 102
COc1ccc(NC2=C3CC(C)CC=C3N(c3ccc(OC)cc3)C2=O)cc1 (stereo not given) | 96 | 95 | 107 | 94 | -5 | 97 | 0 | -3 | -3 | -4 | 94

More entries.
Each structure is followed by: Rab2A wt mod | HRas wt GTP | Rab7 wt modul | Rac1 wt GTP bind | Bim-Bcl-B | Cdc42 wt | Bcl-2 Bim block | Bim-Bfl-1 | Bcl-W Bim block | Bcl-XL Bim block | Rac1 act GTP bind
O=C(Nc1nnc(SCc2ccc(F)cc2)s1)C1CC(=O)N(Cc2ccccc2)C1 (stereo not given)
 : 101 | 102 | 96 | 107 | -4 | 104 | 0 | 1 | 0 | -4 | 103
COc1ccc(Cl)cc1N1C(=O)C2CCCN2C1c1ccccc1F (stereo not given)
 : 99 | 98 | 96 | 102 | -8 | 101 | -6 | -7 | 0 | -1 | 100
Cc1ncc(CN2CCCC(CCC(=O)NCc3ccc(F)c(F)c3)C2)s1 (stereo not given)
 : 98 | 98 | 99 | 98 | -4 | 99 | -7 | -16 | -4 | -6 | 97
Cc1nc2cc(NC(=O)c3ccc(N4C(=O)CCC4=O)cc3)ccc2s1
 : 100 | 98 | 103 | 98 | -3 | 97 | -5 | -11 | -2 | -6 | 96
CS(=O)(=O)N(CC(=O)NCCC1=CCCCC1)c1ccc2c(c1)OCO2
 : 102 | 104 | 100 | 110 | -8 | 104 | -7 | -19 | -1 | -13 | 101
O=C(O)CCN1C(=O)c2ccc(NC(=O)c3cccs3)cc2C1=O
 : 97 | 96 | 96 | 94 | 2 | 96 | 0 | 2 | 0 | 0 | 98
Cc1oc2c(C)c(O)ccc2c(=O)c1-c1cnn(-c2ccccc2)c1
 : 98 | 99 | 101 | 99 | 1 | 98 | -1 | -1 | 0 | 3 | 98
COCCN(C(=O)Cn1nnc2ccccc21)C(C(=O)NC1CCCCC1)c1ccc(OC)cc1OC (stereo not given)
 : 100 | 102 | 98 | 104 | -2 | 99 | -8 | -1 | -4 | -4 | 99
CCCNc1ccc(S(=O)(=O)N(CC)CC)cn1
 : 103 | 102 | 101 | 106 | -3 | 102 | 2 | 0 | 0 | -1 | 102
CCOC(=O)C(NC(=O)CC)C(O)c1cccc([N+](=O)[O-])c1 (stereo not given)
 : 99 | 99 | 97 | 102 | -8 | 100 | -6 | -10 | 0 | -5 | 99
O=C(CSc1ncn(-c2ccccc2)n1)NCc1ccccc1
 : 94 | 98 | 93 | 96 | 0 | 97 | 0 | -3 | -1 | -4 | 94
C=CCNc1ncnc2c1[nH]c1ccccc12
 : 101 | 100 | 102 | 103 | -6 | 100 | -8 | -8 | 0 | 0 | 101
Cc1ccc(NC(=O)CCS(=O)(=O)c2cccc3nonc23)cc1
 : 100 | 98 | 103 | 102 | -6 | 96 | -6 | -2 | -5 | -12 | 99
O=c1c(Cc2c(F)cccc2Cl)c(O)ccn1C1CCCCCC1
 : 98 | 101 | 110 | 97 | 0 | 99 | -3 | -3 | 0 | -2 | 93
CCc1nc(C)ccc1OCC(=O)N1CCc2c([nH]c3ccccc23)C1c1ccccn1 (stereo not given)
 : 102 | 98 | 97 | 103 | 1 | 102 | -2 | -7 | 2 | 0 | 97
CCOc1ccc(C2SCC(=O)N2c2c(C)n(C)n(-c3ccccc3)c2=O)cc1 (stereo not given)
 : 98 | 101 | 99 | 102 | -5 | 99 | -8 | -13 | 1 | 0 | 97
CCCC/C(O)=C1\C(=O)CC(C)(C)CC1=Nc1ccccc1OC
 : ? | ? | ? | ? | -8 | ? | -5 | -9 | 4 | -5 | ?
CNC(=S)NNC(=O)c1cccn(Cc2ccc(Cl)cc2Cl)c1=O
 : ? | ? | ? | ? | -30 | ? | -1 | 11 | 5 | -6 | ?
CCOc1ccccc1-n1c(C)cc(C=O)c1C
 : 99 | 97 | 98 | 97 | 0 | 101 | 0 | -2 | 0 | 0 | 94
CCOCCCNS(=O)(=O)c1ccc(NC(=O)CN2C(=O)c3ccccc3C2=O)cc1
 : 102 | 102 | 107 | 106 | 0 | 101 | 0 | -3 | 0 | 0 | 98
